Screening results (PubChem)
GPR151 activ: activators of human GPR151 | Q8TDV0 | PathHunter beta-arrestin GPR151 cells, luminescence | activation, % at 11.2 µM | actives 1% (n = 650,000) | AID 1508602; in the data active means activation above about 4.9%;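 further: 0% = median of compound wells and 100% = cells with positive control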
Target sequence (Q8TDV0 whole entry, looked up): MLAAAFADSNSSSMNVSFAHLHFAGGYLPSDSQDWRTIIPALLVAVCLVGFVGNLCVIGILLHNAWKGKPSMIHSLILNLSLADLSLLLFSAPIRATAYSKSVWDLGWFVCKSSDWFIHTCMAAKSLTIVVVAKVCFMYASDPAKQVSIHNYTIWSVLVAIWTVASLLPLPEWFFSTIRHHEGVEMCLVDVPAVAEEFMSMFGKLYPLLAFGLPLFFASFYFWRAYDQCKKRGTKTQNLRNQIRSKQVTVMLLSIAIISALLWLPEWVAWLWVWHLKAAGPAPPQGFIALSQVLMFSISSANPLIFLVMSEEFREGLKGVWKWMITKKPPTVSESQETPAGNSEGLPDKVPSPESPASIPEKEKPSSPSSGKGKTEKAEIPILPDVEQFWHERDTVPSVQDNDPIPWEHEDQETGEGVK
MITF primary: inhibitors of human MITF | O75030 | AlphaScreen MITF homodimerization, bead proximity signal | inhibition, % at 2.6 µM | actives 0.91% (n = 650,000) | AID 1259374; in the data active means inhibition above about 50%;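 further: 0% = vehicle wells with protein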
FBW7 act: activators of human E3 ligase FBW7. AID 1259310. AlphaScreen FBW7–phospho-cyclin E peptide binding, activator screen. normalized activity (activation), % at 26.1 µM. actives 0.13% (n = 650,000); in the data active means normalized activity above about 1.9%;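 further: purified mutant Fbw7 with reduced substrate affinity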
Target sequence (Q969H0 whole entry, looked up): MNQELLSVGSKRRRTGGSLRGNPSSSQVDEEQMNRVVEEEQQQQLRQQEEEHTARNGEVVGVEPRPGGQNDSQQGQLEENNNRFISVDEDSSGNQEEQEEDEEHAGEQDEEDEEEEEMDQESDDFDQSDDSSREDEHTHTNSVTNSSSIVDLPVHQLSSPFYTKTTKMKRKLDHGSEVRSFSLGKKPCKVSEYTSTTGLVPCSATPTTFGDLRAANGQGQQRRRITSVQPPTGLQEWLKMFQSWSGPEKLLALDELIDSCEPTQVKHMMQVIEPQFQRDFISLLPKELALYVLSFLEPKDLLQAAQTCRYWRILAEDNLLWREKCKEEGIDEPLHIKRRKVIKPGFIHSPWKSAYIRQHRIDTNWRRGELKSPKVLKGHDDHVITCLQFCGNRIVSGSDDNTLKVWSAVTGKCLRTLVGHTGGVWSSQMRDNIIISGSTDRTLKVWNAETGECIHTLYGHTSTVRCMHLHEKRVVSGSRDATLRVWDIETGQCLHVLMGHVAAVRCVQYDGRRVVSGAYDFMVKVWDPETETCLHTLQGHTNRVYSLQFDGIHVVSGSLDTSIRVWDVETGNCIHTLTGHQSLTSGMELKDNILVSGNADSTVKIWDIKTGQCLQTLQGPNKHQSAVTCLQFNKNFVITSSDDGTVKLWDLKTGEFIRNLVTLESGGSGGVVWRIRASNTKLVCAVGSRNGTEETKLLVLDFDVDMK
TEAD-YAP inh: TEAD-YAP interaction inhibition; HEK-TIYL cells, TEAD-Gal4/YAP UAS-luciferase luminescence; inhibition, % at 9.12 µM; actives 1.4% (n = 640,000); in the data active means inhibition above about 32%;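 further: 0% = median of test compound wells and 100% = reference inhibitor wells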
Starred values were filed as active, the others as inactive; / = no result given; & = joins results of further samples.

The first three records, to show the layout:
SMILES	GPR151 activ	MITF primary	FBW7 act	TEAD-YAP inh
CCn1cc(C(=O)N2CCCCCC2)c(=O)c2cc(S(=O)(=O)N3CCOCC3)ccc21	-0.4	-10	-0.2	-6
COc1cccc(Cn2cc(S(=O)(=O)c3ccccc3)c(=O)c3cc(OC)ccc32)c1	-0.6	6	0.1	1
Cc1cccc(NC(=O)c2nnn(-c3ccc(OC(F)(F)F)cc3)c2N)c1	0.3	-14	-0.1	-19

All compounds of this part (from the top)
SMILES	GPR151 activ	MITF primary	FBW7 act	TEAD-YAP inh
CCn1cc(C(=O)N2CCCCCC2)c(=O)c2cc(S(=O)(=O)N3CCOCC3)ccc21	-0.4	-10	-0.2	-6
COc1cccc(Cn2cc(S(=O)(=O)c3ccccc3)c(=O)c3cc(OC)ccc32)c1	-0.6	6	0.1	1
Cc1cccc(NC(=O)c2nnn(-c3ccc(OC(F)(F)F)cc3)c2N)c1	0.3	-14	-0.1	-19
Fc1cccc(CSc2ccc(-c3ccncc3)nn2)c1	3.5	-12	-0.5	-6
CC(=O)c1cccc(Nc2cnn(C34CC5CC(CC(C(=O)O)(C5)C3)C4)c(=O)c2Cl)c1	-0.4	-1	0.1	-2
O=Cc1ccccc1-c1ccc(N2CCOCC2)nc1	2.3	10	-0.8	-41
Cc1ncc([N+](=O)[O-])n1CC(=O)NCCc1ccccc1	-0.9	15	0.0	2
O=S(=O)(Cc1ccccc1)N1CCN(c2nc3ccccc3s2)CC1	1.2	9	0.0	-6
COc1ccc(-c2noc(CCCOc3ccc(Cl)cc3Cl)n2)cc1	-2.0	-3	0.1	1
NC(=O)c1cccc(Nc2ncc(F)c(-c3ccccc3)n2)c1	-1.1	2	-0.1	-4
COc1ccc(-n2nc(C(=O)N3CCCCC3)c3ccccc3c2=O)cc1	-0.3	14	-0.2	9
c1ccc(C[n+]2cccc3cc[nH]c32)cc1	1.0	7	-0.1	-1
COc1ccccc1CC(=O)N1CCN(c2ccccc2OC)CC1	1.0	0	-0.1	-2
CC(=O)c1cccc(-c2cnc3c(N4CCOCC4)nccn23)c1	0.8	-8	0.2	-49
Nc1nc2c(ccc3ccccc32)s1	0.3	10	0.2	-27
Cc1ccc(CNCc2ccc(-n3ccnc3)cc2)cc1	-1.8	44	-0.2	-11
O=C(Nc1ccccc1Sc1ncnc2sc3c(c12)CCCC3)c1cc2ccccc2oc1=O	1.4	1	0.1	-3
Cn1cccc1CN(Cc1cccs1)C(=O)Nc1cccs1	1.1	10	-0.2	-8
COc1cc(OC)cc(C(=O)NNS(=O)(=O)c2cccc([N+](=O)[O-])c2)c1	-0.4	7	1.2	-6
Cc1cccc(-c2c3c(nc4ncnn24)-c2ccccc2C3=O)c1	-0.3	4	0.1	-1
COC(=O)c1cc(S(=O)(=O)Nc2cccc(Br)c2)c[nH]1	-1.7	10	0.5	15
CCCCOc1cccc(C(=O)Nc2cc3nn(-c4ccccc4)nc3cc2C)c1	-0.8	17	-0.1	5
O=C(O)c1sccc1NC(=O)c1c(Cl)cccc1Cl	0.0	-5	0.1	6
COc1ccc(NC(=O)CN(C)S(=O)(=O)c2ccc(Br)s2)cc1	-0.4	-7	0.0	12
COc1cc(OC)c(Nc2cc(C)nc3nc(C)nn23)cc1Cl	0.4	9	0.0	-9

Grouped by structure: those above with a thiophene ring, fused or not.
SMILES	GPR151 activ	MITF primary	FBW7 act	TEAD-YAP inh
O=C(Nc1ccccc1Sc1ncnc2sc3c(c12)CCCC3)c1cc2ccccc2oc1=O	1.4	1	0.1	-3
Cn1cccc1CN(Cc1cccs1)C(=O)Nc1cccs1	1.1	10	-0.2	-8
O=C(O)c1sccc1NC(=O)c1c(Cl)cccc1Cl	0.0	-5	0.1	6
COc1ccc(NC(=O)CN(C)S(=O)(=O)c2ccc(Br)s2)cc1	-0.4	-7	0.0	12

More structures
SMILES	GPR151 activ	MITF primary	FBW7 act	TEAD-YAP inh
CCN(CC)CCCC(C)Nc1cc(/C=C/c2ccc([N+](=O)[O-])cc2)nc2ccc(OC)cc12 (stereo not given)	4.5	10	-0.1	-2
COc1ccc(OC)c(NC(=O)c2cnc(Nc3ccccc3OC)c3ccccc23)c1	0.0	-2	0.2	23
COc1ccc(C(C)(C)C)cc1NC(=O)CSc1nnnn1C	-1.4	10	0.0	-9
COc1ccc(NC(=O)Cn2nc3c4ccccc4nc(C(C)C)n3c2=O)cc1Cl	2.1	9	0.1	12
CC(C)N(C(=O)Cn1c(=O)n(Cc2ccco2)c2ncccc21)C(C)C	0.6	15	0.1	-3
Cc1cc(NCc2ccccc2)nc(-c2ccc(N3CCN(C)CC3)cc2)n1	14*	14	0.0	7
CCC(=O)Nc1c2c(nn1-c1ccccc1)CSC2	2.0	2	-0.1	6
O=C1CC(c2ccc(F)c(F)c2)c2cc(Br)c3ccccc3c2N1 (stereo not given)	0.4	-3	-0.1	2
CC(=O)c1ccc(NC(=O)CSc2n[nH]c(-c3ccccc3O)n2)cc1	-0.5	7	0.1	0
CC(C)(C)NC(=O)c1ccc(-c2ccc(Br)cc2)o1	0.2	7	0.0	-50
Cc1nc(SCc2cccc([N+](=O)[O-])c2)c2c(=O)n(C)c(=O)n(C)c2n1	0.0	12	0.0	-2
CCCCCCCCC(=O)NCc1cc(OC)c(O)cc1I	-0.7	-16	0.0	/
COc1ccccc1-c1cc(-c2ccccc2)nc(SCC(=O)c2ccccc2)c1C#N	0.9	-1	0.0	8
c1ccc(C2c3ccccc3OC3(c4ccccc4)CC23)cc1 (stereo not given)	-0.2	3	-0.1	-6
COc1ccc(-c2ncn(-c3ccc(Nc4nccc(-c5cc(F)cc(N6CCN(C(C)C)CC6)c5)n4)cc3)n2)cn1	-0.8	-1	-0.1	13
COc1ccc2cc(C(=O)NCc3ccco3)c(=O)oc2c1	-0.9	19	0.4	-30
COc1cccc(-c2cnc3ccc(NCc4ccc(S(N)(=O)=O)cc4)nn23)c1	-0.2	-144	0.1	3
CCC(NC(=O)c1ccccc1NC(=O)c1ccccc1)C(=O)Nc1cccc(OC)c1 (stereo not given)	0.5	15	-0.3	7
CCOC(=O)C1C(=O)NC(SCC(=O)Nc2cccc(Cl)c2C)=C(C#N)C1c1ccccc1Cl (stereo not given)	-1.0	-1	-0.1	0
O=C(Nc1c2c(nn1-c1ccc(Cl)cc1)CS(=O)(=O)C2)c1cccc(C(F)(F)F)c1	1.0	5	0.0	0
O=C(NC(CS)C(=O)O)c1cccs1 (stereo not given)	-0.4	0	0.0	-2
CCC1CCCCN1S(=O)(=O)c1cc(C(=O)Nc2cc(Cl)cc(Cl)c2)ccc1F (stereo not given)	2.3	10	-0.1	8
CCCCN(CCCC)C1=CC(=O)OC12CCCCC2	3.2	-1	0.0	9
CN(C)c1ccc(C=C2C(=O)OC(C)(C)OC2=O)cc1Br	-0.3	-11	-0.6	1
C=CCOC(=O)/C(=C\C=C\c1ccccc1)NC(=O)c1ccco1	-0.2	10	-0.2	-10
(continued)
SMILES	GPR151 activ	MITF primary	FBW7 act	TEAD-YAP inh
CCCOc1ccc(N/C=C/C(=O)c2ccc(OC)cc2)cc1	1.4	-5	-0.2	0
O=C(CCc1c[nH]c2ccccc12)Nc1ccc2c(c1)CN(Cc1ccn[nH]1)CC2	0.9	10	0.1	8
CC1CCCCC1NC(=O)CCn1c(=O)[nH]c2ccsc2c1=O (stereo not given)	-0.1	8	0.1	3
O=[N+]([O-])c1cc(CSc2ncn[nH]2)ccc1O	0.1	14	0.1	4
COc1ccc(N2C(=O)C3CCCCC3C2=O)c(OC)c1 (stereo not given)	-2.2	16	0.1	3
COc1ccc2ccccc2c1C1N(Cc2ccc(Cl)cc2)CCN1Cc1ccc(Cl)cc1	-0.3	-11	0.2	5
O=[N+]([O-])c1cc(/C=N\Nc2nccs2)ccc1O	0.4	95*	-0.4	0
CCCc1cc(NCCO)n2c(nc3ccccc32)c1C#N	-0.1	9	0.1	-1
COc1cccc(Cn2nnc(C(=O)NCCc3ccc(Cl)cc3)c2N)c1	0.7	-2	-0.2	2
O=C(NCCCN1CCOC(c2ccccc2)C1)c1ccccc1Cl (stereo not given)	-0.9	6	0.1	-5
Cc1cc(C)c(NC(=O)c2cc3c(=O)n4ccccc4nc3n2C)c(C)c1	-1.2	5	0.5	13
N/C(=N\OC(=O)c1ccccc1)c1ccncc1	-3.9	17	0.1	-40
CCC(=O)NC(c1nnc2n1CCN(Cc1ccc(C)c(C)c1)CC2)C(C)C (stereo not given)	9.8*	-6	-0.1	13
O=C1N[C@H](Cc2ccccc2)C(=O)N2C[C@@H](NCc3cccc(Cl)c3)C[C@@H]12	-0.8	13	0.1	15
O=C(CSC1CCCCC1)Nc1nccs1	-1.1	4	0.0	-3
COC(=O)c1c(NC(=O)CCN2C(=O)c3ccccc3C2=O)sc2c1C(C(=O)OC)CC2 (stereo not given)	-0.7	7	0.1	11
COc1ccc2nc3oc(C(=O)N4CCN(c5ccccc5OC)CC4)cc3cc2c1	-0.3	-1	0.0	-3
CC(C(=O)O)c1ccc2c(c1)Cc1cccnc1O2 (stereo not given)	-1.4&-1.7	12&-4	0.3&0.0	-11
N#Cc1c(NC(=O)c2cc3nc(-c4ccc(Br)cc4)cc(C(F)(F)F)n3n2)sc2c1CCCC2	2.2	6	0.0	4
CC1CCc2sc3ncnc(N4CCN(CCOc5ccc(Cl)cc5)CC4)c3c2C1 (stereo not given)	-0.3	17	0.7	-4
COCCn1c(=O)c(=O)n(CC(C)=O)c2cc(C(F)(F)F)ccc21	-0.5	14	0.4	13
CCOC(=O)N1CCN(C(=O)C2CC23CCN(Cc2ccc(COC)o2)CC3)CC1 (stereo not given)	1.9	0	-0.1	-1
Cc1oc2cc(OCc3ccc(F)cc3)ccc2c(=O)c1-c1ccc2c(c1)OCCCO2	1.4	-1	-0.1	1
COc1ccccc1/C=C(\C#N)c1nc2ccccc2c(=O)[nH]1	2.8	9	0.1	3
Cc1cccc(NC(=O)c2ccc(Cl)o2)c1N1CCC2(CC1)OCCO2	0.2	-12	0.0	0

Compound profiles (already shown).
CC(=O)c1cccc(-c2cnc3c(N4CCOCC4)nccn23)c1 in the list: GPR151 activ: 0.8; MITF primary: -8; FBW7 act: 0.2; TEAD-YAP inh: -49
C=CCOC(=O)/C(=C\C=C\c1ccccc1)NC(=O)c1ccco1 in the list: GPR151 activ: -0.2; MITF primary: 10; FBW7 act: -0.2; TEAD-YAP inh: -10

The list continues:
SMILES	GPR151 activ	MITF primary	FBW7 act	TEAD-YAP inh
Nc1cccc(CC(=S)N2CCOCC2)c1	0.0	-4	0.1	10
C=CCN1C(=O)/C(=C\c2cccs2)C(C(=O)OCC)=C1C	-0.2	-1	0.0	3
COc1ccccc1C1=N/C(=C\c2ccccc2Cl)C(=O)O1	-0.4	10	0.2	-9
COc1cccc2c1OC1(C)C(C(=O)Nc3ccc(C)cc3C)C2NC(=S)N1c1cccc(Br)c1 (stereo not given)	-0.3	21	0.0	20
CCc1ccc(N2C(=O)CC(N3CCC(C(N)=O)CC3)C2=O)cc1 (stereo not given)	1.1	-1	0.2	9
O=C(CCC(=O)Nc1ccccc1)N/N=C/c1c(O)ccc2ccccc12	-0.1	4	0.0	15
CN1CCN(C(=O)c2cnn(-c3ccccc3)c2NC(=O)c2ccccc2Cl)CC1	-0.1	5	0.0	7
Cc1sc2ncn(CC(=O)Nc3ccc(Oc4ccccc4)cc3)c(=O)c2c1C	0.1	5	0.0	-13
CCOc1cc(C(=O)Nc2c3c(nn2-c2ccc(C)cc2C)CSC3)cc(OCC)c1OCC	1.2	-11	-0.1	-6
CCOC(=O)CN(c1ccc(C)cc1)S(=O)(=O)c1ccccc1	-0.2	17	0.0	2
COc1ccc(-n2nnnc2C2CCN(S(=O)(=O)Cc3ccccc3)CC2)cc1	-1.0	-1	0.9	6
COc1ccccc1N=c1sc(C(C)=O)c(C)n1CCCN1CCOCC1	0.5	0	0.0	3
O=C(Nc1cc2c3c(c1)CCC(=O)N3CCC2)c1ccccc1	-1.3	13	0.1	0
COCC(=O)Nc1sc2c(c1C(=O)OC)CCC2	1.1	12	0.0	-3
O=C(NCCc1ccc(O)cc1)c1cnc(N2CCCC2CO)s1 (stereo not given)	-0.6	-7	-0.1	-7
Cc1ccccc1NC(=O)c1cccs1	-0.5	0	0.1	7
Cc1ccc(NC(=O)CCC(=O)N/N=C/c2ccc(N(C)C)cc2)cc1	0.7	11	0.1	10
O=C(NCc1cccs1)C(=O)Nc1c(F)cc(F)cc1Br	1.7	0	0.0	-7
CC(=O)c1c(OCc2ccccc2)ccc2c(C)cc(=O)oc12	-0.7	18	0.2	-49
CCc1ccc(NC(=O)Cn2c(=O)n(Cc3ccccc3)c(=O)c3cccnc32)cc1	0.3	-2	0.0	-4
Cc1ccc(C)c(CSc2cn(CCNC(=O)c3ccc(F)cc3)c3ccccc23)c1	-0.1	-8	-0.1	-7
CC1CCc2c(sc(NC(=O)c3ccccc3F)c2C(=O)N2CCCCCC2)C1 (stereo not given)	-0.5	2	-0.1	-3
CCOc1ccccc1NC(=O)c1ccc(I)cc1	-0.3	8	-0.1	1
C=CCNC(=O)/C(C#N)=C/c1sccc1C	-0.1	8	0.0	-50
O=C(COc1ccc(S(=O)(=O)Nc2ccccc2)cc1)Nc1ccc(F)c(Cl)c1	-1.5	16	0.2	4
Cc1cccc(C(=O)NC(c2n[nH]c(=S)n2C)C(C)C)c1 (stereo not given)	0.1	5	1.1	7
COc1cc(/C=C2\C(=O)N(c3ccc(S(N)(=O)=O)cc3)N=C2C)ccc1OCc1ccc(Cl)cc1	0.1	2	-0.2	-63
COc1cc(OC)cc(C(=O)Nc2cc(C(=O)NCc3cccc(Cl)c3)ccc2N2CC3CC(C2)c2cccc(=O)n2C3)c1 (stereo not given)	-0.4	4	0.7	0
COc1ccc2scc(N3CC(C)CC(C)C3)c(=O)c2c1 (stereo not given)	-3.2	6	-0.1	-2
